High-throughput results (PubChem BioAssay)
CCT chaperon mod – High-Throughput Screening for Modulators of Cytosolic Chaperonin Activity | purified chaperonin ATPase assay, HTRF ADP detection, 30 min | activity change, % (no concentration beside the values), hits read low | actives 0.3% (n = 360,000) | AID 651819, 2012; in the data active = activity change below about -30%; also: % is scaled to controls: 0 for no effect and ±100 for the full control effect
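First, chaperonin was dispensed at 40 nM or 20 nM final depending on batch activity. Next, compounds were pinned at 76 uM and ATP added at 10 uM. After 30 min at 37 °C, ADP detection reagents ran 30 min at ambient temperature.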
EPAC2 antag – qHTS for Antagonist of cAMP-regulated guanine nucleotide exchange factor 2 (EPAC2): primary screen; Rap guanine nucleotide exchange factor 4 (Homo sapiens), Q8WZA2; EPAC2 GEF exchange of Rap1B-BODIPY-GDP, fluorescence; Potency, µM (series often up to 114 µM), for the others: at the top dose activity, negative = inhibition, actives largely listed as inhibitors; actives 0.18% (n = 360,000); AID 720708, 2013; also: potency is read from the fitted curve at half-maximal effect; % is scaled to controls: 0 for no effect and ±100 for the full control effect; nearly all actives have a fitted effect of over 45% in size; many of its hits are not listed in these tables
DRD3 agonist – qHTS of D3 Dopamine Receptor Agonist: qHTS. D(3) dopamine receptor (Homo sapiens), P35462. D3R DiscoveRx beta-arrestin cells, luminescence, 90 min. max activation, %. actives 0.58% (n = 410,000). AID 652048, 2013; in the data active = max activation above about 30%; also: 0% is about no effect; mostly tested at two doses, the higher about 12 µM
Target sequence (P35462 whole entry, looked up): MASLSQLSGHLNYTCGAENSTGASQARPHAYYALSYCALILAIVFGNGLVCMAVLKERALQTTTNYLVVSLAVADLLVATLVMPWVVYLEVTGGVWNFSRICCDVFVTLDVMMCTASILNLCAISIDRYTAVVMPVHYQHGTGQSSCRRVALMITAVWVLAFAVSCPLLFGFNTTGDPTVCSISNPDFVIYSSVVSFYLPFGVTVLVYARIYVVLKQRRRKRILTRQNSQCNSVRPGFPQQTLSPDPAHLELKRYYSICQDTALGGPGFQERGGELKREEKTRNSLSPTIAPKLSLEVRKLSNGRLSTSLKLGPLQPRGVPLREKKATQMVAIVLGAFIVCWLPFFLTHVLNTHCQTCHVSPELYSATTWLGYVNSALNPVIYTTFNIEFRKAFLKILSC
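Agonist mode: compounds and dopamine controls were applied to plated cells for 90 min at 37 degrees C after an overnight attachment at 1500 cells/well. Luminescent read-out followed 30 - 60 minutes at room temperature with DiscoveRx detection reagent.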
D3 antag – qHTS of D3 Dopamine Receptor Antagonist: qHTS. D3R cells, DiscoveRx beta-arrestin luminescence, antagonist mode; active compounds read low. actives 2.5% (n = 360,000). max response, negative = inhibition, %. D(3) dopamine receptor (Homo sapiens), P35462; in the data active = max response below about -50%; inconclusive = no clear call, values can overlap the other calls; also: % is scaled to controls: 0 for no effect and ±100 for the full control effect; mostly tested at two doses, the higher about 12 µM
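Cells plated overnight at 1500 cells/well, then exposed to library compounds with dopamine controls for 90 minutes at 37 degrees C. DiscoveRx reagent added for 30–60 minutes at room temperature; luminescence read, quantitative HTS format.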
PTHR1 agonist – qHTS for PTHR1 Agonists: Primary Screen; Parathyroid hormone/parathyroid hormone-related peptide receptor (Homo sapiens), Q03431; HEK293 GP2 PTHR1 cells, GloSensor cAMP luminescence, 1 h; Potency, µM (top dose mostly 115 µM), without a hit: at the top dose activation, most hits filed as activators; actives 0.075% (n = 410,000); AID 743266, 2014; also: potency is read from the fitted curve at half-maximal effect; nearly all actives have a fitted effect of over 55% in size; some results filed as inactive show a strong effect at the top dose; inactives centre near -15; many of its hits are not listed in these tables
Target sequence (Q03431 whole entry, looked up): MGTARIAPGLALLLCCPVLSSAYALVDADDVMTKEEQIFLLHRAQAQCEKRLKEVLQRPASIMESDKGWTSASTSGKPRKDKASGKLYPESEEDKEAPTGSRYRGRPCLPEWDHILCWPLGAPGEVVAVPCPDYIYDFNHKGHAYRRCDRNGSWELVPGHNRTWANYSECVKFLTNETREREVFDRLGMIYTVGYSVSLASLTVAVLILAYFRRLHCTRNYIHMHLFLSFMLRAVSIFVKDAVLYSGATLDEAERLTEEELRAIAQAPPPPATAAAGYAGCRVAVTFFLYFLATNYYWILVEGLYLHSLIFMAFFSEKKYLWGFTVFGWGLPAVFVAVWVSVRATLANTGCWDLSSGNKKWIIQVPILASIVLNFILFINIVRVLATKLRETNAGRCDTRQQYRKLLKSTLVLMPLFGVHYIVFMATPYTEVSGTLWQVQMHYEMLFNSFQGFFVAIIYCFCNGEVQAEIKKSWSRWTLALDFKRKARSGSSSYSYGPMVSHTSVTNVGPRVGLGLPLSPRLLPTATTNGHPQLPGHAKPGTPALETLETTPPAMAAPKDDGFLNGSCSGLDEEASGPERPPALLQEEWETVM
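HEK-293-derived GP2 cells expressing PTHR1 and a GloSensor cAMP reporter, 3,000/well, plated overnight, given luciferin plus IBMX (each 0.5 mM as added) for 1 h at 37 °C, then compound for 1 h at 37 °C. Luminescence was read after 15 min at room temperature.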
EPAC2 agonist – qHTS for Agonist of cAMP-regulated guanine nucleotide exchange factor 4 (EPAC2): primary screen; EPAC2 activation, biochemical qHTS; response scale: 100% = 6.5 mM cAMP response; Potency, µM (doses to about 154 µM), inactives show at the highest dose activation, hits mostly activators; actives 0.079% (n = 360,000); AID 720711, 2013; also: potency is read from the fitted curve at half-maximal effect; nearly all actives have a fitted effect of over 50% in size
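Nucleotide exchange monitored as fluorescence drop when BODIPY-GDP leaves Rap1B. Reaction: 100 nM EPAC2, 250 nM RAP1B-BODIPY-GDP, 50 uM GDP, room temperature, kinetic read over 30 min. Activity expressed relative to 6.5 mM cAMP.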
MmCpn inh – Inhibitors of TCP-1 ring complex (TRiC) of Methanococcus maripaludis (MmCpn): qHTS; Chaperonin Mm-Cpn (Methanococcus maripaludis); actives 0.031% (n = 330,000); Potency, µM (titrated, usually from 76.9 µM), inactives show top-dose activity, negative = inhibition, actives largely listed as inhibitors; purified Mm-Cpn ATPase, ADP Transcreener TR-FRET; also: potency is read from the fitted curve at half-maximal effect; % is scaled to controls: 0 for no effect and ±100 for the full control effect; nearly all actives have a fitted effect of over 80% in size
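Quantitative HTS used 25 nM Mm-CPN and 10 uM ATP in magnesium/KCl Tris buffer, pH 7.4, with 1 mM DTT. Hydrolysis ran 30 min at 37°C; ADP was read by HTRF.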
pAkt inh – HTS Assay for Inhibitors of Akt Phophorylation: Primary Screen | Neuro2A IGF-stimulated pAkt S473 HTRF, 20 min; active compounds read low | actives 0.32% (n = 360,000) | AID 651550, 2012 | activity change, % for hits at 50 µM; in the data active = activity change below about -80%; inconclusive = mostly about -51% to -80%; also: % is scaled to controls: 0 for no effect and ±100 for the full control effect
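Single-point screen (50 µM final compound) in Neuro2A cells stimulated 20 min with 6 nM IGF at 37 deg C. After lysis, Ser473-phosphorylated Akt read by HTRF (ex 330 nm, em 615/665 nm) as the 665/615 ratio.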
Numbers without * were called inactive; i = inactive; ? = inconclusive; / = not tested or not shown; & = joins results of further samples; [ ] = another dose, or the depositor's remark. Unless noted, calls follow the shape of the dose curve; as a rule, active = well fitted curve in the direction sought with a large enough effect; inconclusive = small, poorly fitted or top-dose-only effect, or another doubt; inactive = no such curve, though single readings can be large; an effect the other way counts as inactive or inconclusive. Only part of the results is shown; count on the stated rates, not on these rows.

Compound	CCT chaperon mod	EPAC2 antag	DRD3 agonist	D3 antag	PTHR1 agonist	EPAC2 agonist	MmCpn inh	pAkt inh
CCc1c(C(=O)NN2C(=O)C3C4CCC(O4)C3C2=O)csc1C (configuration not stated)	-0.8	8%	1	-1	i	8%	-1%	i
C[C@]1(O)CCC2C3CC[C@@H]4CC(=O)CC[C@]4(C)C3CC[C@@]21C (some centres not stated)	-0.1	9%	2	8	i	-3%	1%	i
C[C@@H]1CN(C2CCC(C#N)(c3ccc(F)cc3)CC2)CC[C@]1(C(=O)O)c1ccccc1 (some centres not stated)	-3.0	7%	-82&-21	?	i	4%	0%	i
CC(=O)Nc1ccccc1C(=O)OCC(=O)c1ccc2c(c1)OCCO2	-1.8	0%	6	9	i	14%	-4%	i
CC(NS(=O)(=O)OCC(Cl)(Cl)Cl)c1ccccc1 (configuration not stated)	-13	-9%	4	0	i	8%	1%	i
COc1ccc(-c2cc(=NCCC(=O)O)c3cc(C)ccc3o2)cc1	0.0	1%	-17	-28	i	12%	-19%	i
COc1c(C)cc(C(=O)C2CCCN(Cc3cnc(C)s3)C2)cc1C (configuration not stated)	-5.0	7%	-17	-3	i	6%	0%	i
O=c1ccc2c(O)c3ccoc3cc2o1	-0.1	8%	6	-17	-18%	0%	-1%	i
Cc1ccc(S(=O)(=O)N(C)N=O)cc1	0.9	20%	-15	4	-18%	6%	-3%	i
COc1cc([N+](=O)[O-])c2nc(C)ccc2c1[N+](=O)[O-]	1.2	1%	-1	0	i	7%	/	i
COc1ccc(OCC(=O)Nc2ccc(Cl)cc2C(=O)c2ccccc2)cc1	-1.0	3%	-1	14	-1%	9%	0%	i
COc1ccc(Cc2c(O)[nH]c(=O)[nH]c2=O)c(OC)c1	-0.9	-2%	-1	-12	i	11%	0%	i

More structures.
Compound	CCT chaperon mod	EPAC2 antag	DRD3 agonist	D3 antag	PTHR1 agonist	EPAC2 agonist	MmCpn inh	pAkt inh
CC(=O)O[C@]1(C)C(=O)OC/C2=C/CN(C)CCC(OC(=O)[C@@](O)(C(C)O)C[C@H]1C)C2=O (some centres not stated)	-0.3	0%	4	14	i	11%	-4%	i
O=c1[nH]c2ccccc2n1C1CCN(C(c2cccs2)c2nnnn2-c2ccc3c(c2)OCCO3)CC1 (configuration not stated)	-0.2	-17%	1	55	-22%	10%	/	i
CCCCc1ncc(CN2CCCC(C(=O)c3ccc(SC)cc3)C2)[nH]1 (configuration not stated)	-0.9	0%	-11	-5	-1%	10%	-2%	i
C#CC[N+]1(C)[C@@H]2CC(OC(=O)C(CO)c3ccccc3)C[C@H]1C(O)C2 (some centres not stated)	1.3	-25%	0	14	i	4%	-1%	i
Cc1[nH]c2ccccc2c1/C=N/O	-1.9	-1%	-11	-13	-48%[inhibitor][57.5 µM]	8%	2%	i
Cc1ccc2c(c1Cl)NC(C(=O)O)C1CC(Sc3ccccc3[N+](=O)[O-])C(Cl)C21 (configuration not stated)	0.4	-5%	3	-2	i	14%	-3%	i
C[C@]12CCC3C(CC[C@H]4C[C@@H](O)CC[C@]34C)C1C[C@@H](O)[C@]2(C)O (some centres not stated)	-1.2	4%	2	3	-7%	10%	-1%	i
C[C@@H]1CN([C@H](C)CO)C(=O)CCCn2cc(nn2)CO[C@H]1CN(C)C(=O)Oc1cccc2ccccc12	-2.7	-10%	-4	11	-23%	11%	/	i
CCCCn1c(O)c(C(C)=NCc2ccc3c(c2)OCO3)c(=O)[nH]c1=O	1.8	1%	5	7	-89%[inhibitor]	-2%	0%	i
CCCCn1nnnc1C(C1CC1)N1CCC(n2c(=O)[nH]c3ccccc32)CC1 (configuration not stated)	-1.8	-14%	-10	4	-13%	8%	/	i
CC1(C)CC(=O)C(C2(O)C(=O)NC(=O)NC2=O)=C(O)C1	-3.1	-1%	-5	-12	-24%	10%	-6%	i
O=C1/C(=C/c2cccc([N+](=O)[O-])c2)N2CCC1CC2	0.3	13%	-9	0	-63%[inhibitor]	7%	5%	i

Continuation.
Compound	CCT chaperon mod	EPAC2 antag	DRD3 agonist	D3 antag	PTHR1 agonist	EPAC2 agonist	MmCpn inh	pAkt inh
Cn1cc(C(O)CN2CCCCC2)c2ccccc21 (configuration not stated)	-3.3	4%	-1	-7	i	0%	-1%	i
O=P(O)(O)Oc1ccccc1P(=O)(c1ccccc1)c1ccccc1	-0.6	1%	3	1	i	6%	-2%	i
CCCn1cc(C(=O)O)cn1	-3.1	2%	2	-21	?	1%	0%	i
CNP1(NC)=NC(C(F)(F)F)=NC(C(F)(F)F)=N1	2.0	12%	-9	-15	?	-32%[inhibitor]	2%	i
Cc1cccc(NP(C)(=O)c2nc3c(s2)CCCC3)c1 (configuration not stated)	-0.9	1%	2	7	-9%	1%	0%	i
CC(=O)Nc1ccc(C(=O)OCC(=O)Nc2ccc(Cl)cc2C(=O)c2ccccc2)cc1	0.4	-9%	-6	1	-8%	13%	1%	i
COc1c(C)cc(C(=O)C2CCCN(Cc3cccc(O)c3)C2)cc1C (configuration not stated)	-1.2	3%	-19	-60*	i	19%	0%	i
C=C1C(C)C2C(Cc3ccccc3)NC(=O)C23OC(=O)/C=C/C(O)CCCC(C)C/C=C/C3C1O (configuration not stated)	-2.3	-2%	22	85	-5%	-2%	/	i
CC1=C2C3OC(=O)C(C)C3CC[C@@]2(C)C=CC1=O (some centres not stated)	0.8	20%	-11	-19	-10%	1%	-1%	i
Cc1ccccc1-c1ccc2n1Cc1cnnn1-c1ccccc1-2	-0.3	-14%	1	2	-16%	4%	/	i
CC1=C(C(=O)OC(C)C)[C@]2(C(=O)N(CC(N)=O)c3ccccc32)C(C#N)=C(N)O1	-2.5	6%	-4	-19	i	3%	-1%	i
O=C(O)c1ccccc1-c1ccc(C=C2C(=O)N(c3ccccc3)C(=S)N(c3ccccc3)C2=O)o1	-2.0	31%[activator]	-3	-14	-23%	7%	-2%	i

Exported with two lines to a compound: part of the list above.
Screens in order: CCT chaperon mod | EPAC2 antag | DRD3 agonist | D3 antag | PTHR1 agonist | EPAC2 agonist | MmCpn inh | pAkt inh
> CCc1c(C(=O)NN2C(=O)C3C4CCC(O4)C3C2=O)csc1C (configuration not stated)
    -0.8 | 8% | 1 | -1 | i | 8% | -1% | i
> C[C@]1(O)CCC2C3CC[C@@H]4CC(=O)CC[C@]4(C)C3CC[C@@]21C (some centres not stated)
    -0.1 | 9% | 2 | 8 | i | -3% | 1% | i
> C[C@@H]1CN(C2CCC(C#N)(c3ccc(F)cc3)CC2)CC[C@]1(C(=O)O)c1ccccc1 (some centres not stated)
    -3.0 | 7% | -82&-21 | ? | i | 4% | 0% | i
> CC(=O)Nc1ccccc1C(=O)OCC(=O)c1ccc2c(c1)OCCO2
    -1.8 | 0% | 6 | 9 | i | 14% | -4% | i
> CC(NS(=O)(=O)OCC(Cl)(Cl)Cl)c1ccccc1 (configuration not stated)
    -13 | -9% | 4 | 0 | i | 8% | 1% | i
> COc1ccc(-c2cc(=NCCC(=O)O)c3cc(C)ccc3o2)cc1
    0.0 | 1% | -17 | -28 | i | 12% | -19% | i
> COc1c(C)cc(C(=O)C2CCCN(Cc3cnc(C)s3)C2)cc1C (configuration not stated)
    -5.0 | 7% | -17 | -3 | i | 6% | 0% | i
> O=c1ccc2c(O)c3ccoc3cc2o1
    -0.1 | 8% | 6 | -17 | -18% | 0% | -1% | i
> Cc1ccc(S(=O)(=O)N(C)N=O)cc1
    0.9 | 20% | -15 | 4 | -18% | 6% | -3% | i
> COc1cc([N+](=O)[O-])c2nc(C)ccc2c1[N+](=O)[O-]
    1.2 | 1% | -1 | 0 | i | 7% | / | i

Further entries.
Compound	CCT chaperon mod	EPAC2 antag	DRD3 agonist	D3 antag	PTHR1 agonist	EPAC2 agonist	MmCpn inh	pAkt inh
CCC(C)C1N=C(c2ccccc2)c2cc(Cl)ccc2N(CC(=O)NCc2ccco2)C1=O (configuration not stated)	-0.7	1%	-8	-15	22%	0%	0%	i
O=C(Nc1cccc2ccccc12)N1Cc2ccccc2-n2nncc2C1	2.7	1%	0	4	-15%	6%	/	i
CCCCCN1C(=O)c2ccccc2[C@@]2(C(=O)OCC)Cc3cc(OC)ccc3[C@@H]12	-1.3	?	3	0	-52%[inhibitor]	14%	/	i
O=C1NC(=O)N(c2ccccc2F)C(=O)/C1=C/c1ccc(Oc2ccc([N+](=O)[O-])cn2)cc1	0.7	3%	-11	0	-22%	8%	1%	i
O=C(N=Nc1c(O)[nH]c(=O)[nH]c1=O)C1COc2cc3ccccc3cc2O1 (configuration not stated)	-3.5	-11%	3	-11	1%	4%	3%	i
C=Cn1ccnc1P(=S)(c1ccc(N(C)C)cc1)c1nccn1C=C	-0.9	7%	-11	-9	i	-2%	-1%	/
CCN1C(=O)/C(=C/c2ccc(N(CC)CC)cc2OC)C(=O)NC1=S	0.6	15%	-6	-7	-25%	2%	-1%	i
COC/C=C1\CN2C3C[C@@H]1[C@H]1COC4=Nc5cc(OC)c(OC)c(OC)c5[C@@]43C[C@@H]12	-0.4	-5%	-33	0	-32%	5%	/	i
